Screens deposited in PubChem BioAssay by National Center for Advancing Translational Sciences (NCATS).
Tb PGK inh: qHTS Assay to Find Inhibitors of Phosphoglycerate Kinase | Phosphoglycerate kinase, glycosomal (Trypanosoma brucei brucei), P07378 | PGK/GAPDH coupled, Kinase-Glo luminescence, 60 min | Potency, µM (highest dose often 57.5 µM), for the others: at the top dose activity change, negative = inhibition, most hits filed as inhibitors | actives 0.043% (n = 380,000) | AID 602233, 2012; further: potency means the concentration at half of the fitted maximal effect; on the % scale 0 is the no-effect control and ±100 the full control effect; nearly all actives have a fitted effect of over 60% in size
Target sequence (P07378 whole entry, looked up): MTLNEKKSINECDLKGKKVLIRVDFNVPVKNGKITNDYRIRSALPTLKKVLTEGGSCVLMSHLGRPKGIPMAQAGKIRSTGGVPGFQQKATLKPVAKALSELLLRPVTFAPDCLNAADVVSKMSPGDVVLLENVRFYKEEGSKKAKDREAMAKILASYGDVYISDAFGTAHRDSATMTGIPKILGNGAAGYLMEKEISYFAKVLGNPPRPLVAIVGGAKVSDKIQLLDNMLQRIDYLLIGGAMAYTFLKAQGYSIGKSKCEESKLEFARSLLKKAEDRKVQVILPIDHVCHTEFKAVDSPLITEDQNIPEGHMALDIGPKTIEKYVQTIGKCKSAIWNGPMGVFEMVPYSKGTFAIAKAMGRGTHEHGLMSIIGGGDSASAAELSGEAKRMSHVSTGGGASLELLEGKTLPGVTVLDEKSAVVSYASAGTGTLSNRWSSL
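Recombinant glycosomal PGK reaction used 1,3-bisphosphoglycerate generated in-well by GAPDH (100nM final) in 100mM TEA pH 7.6, 5mM MgCl2, 0.01% Tween-20. After 60 minutes at room temperature, ATP was read by Kinase-Glo Plus luminescence end-point.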
GLS inhibitor: qHTS for Inhibitors of Glutaminase (GLS). Glutaminase kidney isoform, mitochondrial (Homo sapiens), O94925. GLS enzymatic activity, qHTS titration. Potency, µM (titrated, usually from 45.5 µM), inactives show top-dose activity change, negative = inhibition, most hits filed as inhibitors. actives 0.21% (n = 410,000). AID 624170, 2012; further: potency means the concentration at half of the fitted maximal effect; on the % scale 0 is the no-effect control and ±100 the full control effect
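Human kidney-isoform GLS in 45 mM KH2PO4 pH 8.2, 0.02% Tween-20, with compound, started with 1mM L-Glutamine (added stock). Glutamate oxidase/HRP/Amplex red coupled fluorescence read at start and after 30 min at RT.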
Pin1 inhibitor: qHTS Assay to Find Inhibitors of Pin1; actives 0.009% (n = 390,000); Pin1 FP peptide displacement, HiFluor488, 10 min; Peptidyl-prolyl cis-trans isomerase NIMA-interacting 1 (Homo sapiens), Q13526; Potency, µM (top dose mostly 115 µM), for inactives: at the top dose activity, negative = inhibition, hits mostly inhibitors; active means well fitted inhibition curve with a large enough effect in the polarisation, with a control signal flat, not every such curve was filed as active; inconclusive means small, poorly fitted or top-dose-only effect, or effect the other way, or a change in a side signal; inactive means no such curve, though single readings can be large or run the other way; the % refers to the polarisation; further: potency means the concentration at half of the fitted maximal effect; on the % scale 0 is the no-effect control and ±100 the full control effect
Target sequence (Q13526 whole entry, looked up): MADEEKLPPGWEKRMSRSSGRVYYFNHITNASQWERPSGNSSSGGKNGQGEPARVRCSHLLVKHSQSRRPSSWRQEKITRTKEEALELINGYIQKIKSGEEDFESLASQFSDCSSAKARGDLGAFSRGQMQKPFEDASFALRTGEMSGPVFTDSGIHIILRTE
G9a inh: qHTS Assay for Inhibitors of Histone Lysine Methyltransferase G9a. G9a H3K9 monomethylation, AlphaScreen, 2 h. actives 8.8% (n = 350,000). Potency, µM (titrated, usually from 102 µM), for inactives: top-dose activity, negative = inhibition, most hits filed as inhibitors. Histone-lysine N-methyltransferase EHMT2 (Homo sapiens), Q96KQ7; further: potency means the concentration at half of the fitted maximal effect; on the % scale 0 is the no-effect control and ±100 the full control effect; nearly all actives have a fitted effect of over 75% in size
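AlphaScreen read-out: biotin-H3K9 peptide (500 nM) methylation by 20 nM enzyme with 20 uM SAM, 2 h at room temperature after 15 min compound preincubation; anti-monomethyl H3K9 antibody plus donor/acceptor beads, 10 min dark.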
BAZ2B block: qHTS Assay for Inhibitors of BAZ2B; actives 4.4% (n = 360,000); Bromodomain adjacent to zinc finger domain protein 2B (Homo sapiens), Q9UIF8; AlphaScreen BAZ2B-H3K14Ac peptide displacement; AID 504333, 2011; Potency, µM (highest dose often 114 µM), inactives show at the highest dose activity change, negative = inhibition, usual class: inhibitors; further: potency means the concentration at half of the fitted maximal effect; on the % scale 0 is the no-effect control and ±100 the full control effect; nearly all actives have a fitted effect of over 60% in size
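Inhibition is scored as reduced AlphaScreen emission. The BAZ2B/b-H3(5-23)K14Ac complex (50 nM each) in PBS pH 7.4, 0.01% Tween-20 meets compound (up to 110 uM) for 30 min at RT before bead addition.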
HP1b chromo inh: HTS for Inhibitors of HP1-beta Chromodomain Interactions with Methylated Histone Tails | AlphaScreen HP1-beta / biotin-H3K9me3 peptide binding | actives 0.56% (n = 390,000) | Potency, µM (titrated, usually from 114 µM), for inactives: at the highest dose activity change, negative = inhibition, most hits filed as inhibitors | AID 540317, 2011 | Chromobox protein homolog 1 (Homo sapiens), P83916; further: potency means the concentration at half of the fitted maximal effect; nearly all actives have a fitted effect of over 70% in size; inactives centre near 23
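AlphaScreen: HP1-beta (50 nM) preformed 30 min with biotin-H3(1-18)K9me3 peptide (50 nM) in PBS pH 7.4, 0.01% Tween-20. Compound added for 30 min at RT, then streptavidin donor/nickel chelate acceptor beads (10 ug/mL) for 30 min.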
ERG Ets-DNA blk: qHTS for Small Molecule Inhibitors of the ERG Ets/DNA interaction. Transcriptional regulator ERG (Homo sapiens), P11308. fluorescence polarization, His-ERG Ets domain / labelled DNA. Potency, µM (top dose mostly 76.9 µM), inactives show at the highest dose FP activity, negative = inhibition, actives largely listed as inhibitors. actives 0.028% (n = 370,000); active means well fitted inhibition curve with a large enough effect in the polarisation, with a control signal flat; inconclusive means small, poorly fitted or top-dose-only effect, or effect the other way, or a change in a side signal; inactive means no such curve, though single readings can be large or run the other way; the % refers to the polarisation;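 further: polarization taken with two DNA probes labelled with fluorescein and Texas red; potency means the concentration at half of the fitted maximal effect; % of control where 0% means no effect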
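His-tagged ERG Ets domain (1 uM in the protein solution; 300mM KCl, 50mM Tris-HCl, 1mM EDTA, 1mM DTT, pH 7.5) received compound, then a probe mix of 5 nM fluorescein-DNA and 100nM Texas-615-DNA. Fluorescence polarization was read for both dyes.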
PI4K2A block: qHTS for small molecular inhibitors of PI4K2A; Phosphatidylinositol 4-kinase type 2-alpha (Homo sapiens), Q9BTU6; actives 0.13% (n = 420,000); AID 1346378, 2018; purified PI4K2A, ADP-Glo luminescence, 1 h; hits give low values; activity change, negative = inhibition, % at 76.9 µM; in the data active means activity change below about -50%; inconclusive means mostly about -30% to -49%;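 further: -100% = wells without enzyme as full effect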
Target sequence (Q9BTU6 whole entry, looked up): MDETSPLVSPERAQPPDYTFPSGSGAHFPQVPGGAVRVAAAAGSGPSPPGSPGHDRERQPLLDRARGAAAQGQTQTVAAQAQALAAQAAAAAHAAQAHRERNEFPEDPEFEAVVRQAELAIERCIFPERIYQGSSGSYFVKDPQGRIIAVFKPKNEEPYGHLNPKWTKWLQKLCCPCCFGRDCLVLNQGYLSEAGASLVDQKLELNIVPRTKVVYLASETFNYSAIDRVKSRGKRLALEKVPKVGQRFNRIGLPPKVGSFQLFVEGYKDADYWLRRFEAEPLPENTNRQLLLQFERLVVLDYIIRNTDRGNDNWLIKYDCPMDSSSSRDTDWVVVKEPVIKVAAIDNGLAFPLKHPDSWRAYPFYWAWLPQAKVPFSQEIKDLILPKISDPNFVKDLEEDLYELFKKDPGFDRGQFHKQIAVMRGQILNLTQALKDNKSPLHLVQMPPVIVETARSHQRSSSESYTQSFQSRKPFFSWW
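ADP-Glo luminescence measured ADP generated by PI4K2A enzyme (4 ug/mL before mixing) with 1.2 mM PI substrate (pre-mix) and 300 microM ATP (pre-mix). Tris pH7.5 buffer with MgCl2, Triton X-100; 1 h reaction at ambient temperature.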
JMJD2A Tudor inh: qHTS Assay for Inhibitors of JMJD2A-Tudor Domain | Lysine-specific demethylase 4A (Homo sapiens), O75164 | AlphaScreen JMJD2A-Tudor / H3K4me3 peptide binding | Potency, µM (doses to about 114 µM), inactives show at the highest dose activity change, negative = inhibition, hits mostly inhibitors | actives 4.4% (n = 390,000) | AID 504339, 2011; further: potency means the concentration at half of the fitted maximal effect; on the % scale 0 is the no-effect control and ±100 the full control effect; nearly all actives have a fitted effect of over 50% in size
* hit, by the source's call; i = inactive; ? = inconclusive; / = no result given; [ ] = dose if it differs, or a comment. Unless noted, the call rests on the fitted dose curve; in most records, active means well fitted curve in the direction sought with a large enough effect; inconclusive means small, poorly fitted or top-dose-only effect, or another doubt; inactive means no such curve, though single readings can be large; an effect the other way counts as inactive or inconclusive.

BAZ2B block	Pin1 inhibitor	Tb PGK inh	PI4K2A block	GLS inhibitor	JMJD2A Tudor inh	HP1b chromo inh	G9a inh	ERG Ets-DNA blk	compound
-2%	?	2%	-5	10%	-20%[11.4 µM]	17%	?	-3%	Cc1ccc(-c2csc3nc(-c4ccncc4)[nH]c(=O)c23)cc1
/	-2%	i	0	-5%	-8%	30%	/	10%	CSCCC(NC(=O)c1ccco1)C(=O)NC1CCC(C)CC1 (stereo unspecified)
-1%	1%	i	-14	4%	-14%	30%	?	-9%	COC(=O)C1C(O)=C(C=Nc2ccc(N)cc2)C(=O)CC1(C)C (stereo unspecified)
4%	-10%	i	-14	3%	-4%	28%	17%[12.7 µM]	11%	O=C(NCCCN1CCCC1=O)C1CCN(S(=O)(=O)c2ccc(Cl)cc2)CC1
/	15%	-2%	1	7%	-22%	-4%	/	2%	O=[N+]([O-])c1ccc(Nc2nccc(Cl)n2)cc1
13%	-24%	-4%	3	-7%	-8%	11%	11%[59 µM]	-3%	COC(=O)[C@H](C)NC(=O)NC1CCN(Cc2ccccc2)CC1
-1%	-1%	-3%	0	?	-19%[57.1 µM]	?	?	11%	COc1ccc(CC(=S)N2CCOCC2)cc1
7%	4%	-3%	2	-10%	-9%	33%	?	-2%	COCCNC(=O)CSc1ncnc2sc(-c3ccccc3)cc12
1%	4%	2%	-5	10%	-2%	37%	-6%[59 µM]	-2%	CC(=O)c1c(N2CCCCC2)nc(=S)n(-c2ccccc2)c1C
-6%	?	-7%	-3	2%	1%	38%	1%	1%	COc1cc(F)c(S(=O)(=O)N2CCOc3ccccc32)cc1OC
-2%	-2%	-3%	-4	0%	-18%	22%	6%	2%	Cc1ccc(-c2nnc(CCC(=O)NCc3csc(C)n3)o2)s1
7%	-1%	-6%	3	-5%	-22%	18%	?	7%	COc1cc2c(cc1OC)CN(CC(=O)NC(=O)NC(C)(C)C)CC2
?	1%	-8%	0	-2%	-12%	25%	-18%[59 µM]	-1%	COc1cccc(-c2nc(CS(=O)(=O)CC(=O)Nc3c(C)cc(C)cc3C)c(C)o2)c1
-1%	0%	2%	-4	12%	-19%	39%	-14%	3%	Cc1c(NC2(C#N)CCCC2)c(=O)n(-c2ccccc2)n1C
1%	2%	4%	1	16%	-1%	22%	-5%	8%	CCOC(=O)N1CCN(S(=O)(=O)c2cc(OCC)ccc2OCC)CC1
?	3%	-12%	-2	-17%	-32%	2%	22%[0.501 µM]	-12%	CCCCc1nc2sc3c(SCC(=O)NCc4ccco4)ncnc3c2c2c1CCC2
-2%	0%	-9%	-6	18%	3%	40%[activator]	4%[59 µM]	4%	COC(=O)C1CCN(C(=O)Nc2ccc(OC)cc2)CC1
-8%	-2%	-4%	2	3%	3%	22%	-10%	-10%	CC/C(=N\NC(=O)OC)c1ccc(OC(F)F)cc1
-8%	-1%	-10%	0	11%	-19%	22%	?	-9%	COc1ccc(CCN(C)CCC(=O)Nc2cccc(C)c2)cc1OC
50µM*	-1%	-6%	-3	-23%	?	-17%	?	2%	CCN(CC)S(=O)(=O)c1ccc(C(=O)OCC(=O)NCc2ccco2)cc1
?	1%	-5%	1	18%	-29%	1%	?	3%	CCOc1ccc(C2c3[nH]c4ccccc4c3CCN2Cc2cn(CC)nc2C)cc1 (stereo unspecified)
1%	-3%	-9%	-6	12%	-20%	22%	?	3%	CCN(c1ccc(F)cc1)S(=O)(=O)c1ccc2[nH]cc(C(=O)NCCCN3CCOCC3)c(=O)c2c1
-19%	0%	5%	2	4%	-3%	40%[activator]	6%	-2%	Cc1ccc2c(c1)N(CCCC(=O)NCCCN1CCCC1=O)C(=O)CO2
9%	10%	-6%	-2	-2%	-19%	19%	24%[59 µM]	/	Cc1cc(NC(=O)c2cc(-c3ccccc3)on2)n(-c2ccccc2)n1
-6%	-3%	-4%	7	0%	-23%	27%	-9%[59 µM]	-3%	O=C(CC1Oc2ccccc2NC1=O)NCCCN1CCOCC1 (stereo unspecified)
5%	-7%	i	-3	-6%	-7%	22%	-4%[59 µM]	-4%	CCCc1cc(=O)[nH]c(SCC(=O)Nc2cccc(S(=O)(=O)N3CCOCC3)c2)n1
-3%	?	-2%	-1	-5%	-10%	34%[activator]	23%	-8%	CCOC(=O)c1nn(-c2cccc(OC)c2)c2nc(Nc3ccccc3)cc(=O)n12
?	-2%	0%	2	1%	113%[activator]	?	40µM*	1%	CC1CCN(C(=O)c2ccc(-c3ccccc3Cl)o2)CC1
-17%	-3%	2%	-5	8%	-12%	16%	45µM*	-4%	O=C(NCc1ccncc1)c1cc2ccccc2nc1Cl
-11%	1%	i	6	-13%	-28%	-11%	8%[59 µM]	3%	COc1cccc(CNC(=O)C(C)n2c(=O)cc(-c3ccccc3)c3c(C)nn(C)c32)c1 (stereo unspecified)

By substructure, the compounds so far containing fluorine.
BAZ2B block	Pin1 inhibitor	Tb PGK inh	PI4K2A block	GLS inhibitor	JMJD2A Tudor inh	HP1b chromo inh	G9a inh	ERG Ets-DNA blk	compound
-6%	?	-7%	-3	2%	1%	38%	1%	1%	COc1cc(F)c(S(=O)(=O)N2CCOc3ccccc32)cc1OC
-8%	-2%	-4%	2	3%	3%	22%	-10%	-10%	CC/C(=N\NC(=O)OC)c1ccc(OC(F)F)cc1
1%	-3%	-9%	-6	12%	-20%	22%	?	3%	CCN(c1ccc(F)cc1)S(=O)(=O)c1ccc2[nH]cc(C(=O)NCCCN3CCOCC3)c(=O)c2c1

(listing goes on)
BAZ2B block	Pin1 inhibitor	Tb PGK inh	PI4K2A block	GLS inhibitor	JMJD2A Tudor inh	HP1b chromo inh	G9a inh	ERG Ets-DNA blk	compound
3%	3%	-2%	5	-2%	-12%	-15%	0%	-3%	COc1ccccc1N(C(=O)c1snc(C(N)=O)c1N)C(C(=O)NC1CCCC1)c1ccc2ncccc2c1 (stereo unspecified)
?	?	5%	2	1%	?	42%[activator]	25µM*	1%	O=C1CCC(=O)N1c1nc2n(n1)C(c1ccccc1)C=C(c1ccc(Br)cc1)N2 (stereo unspecified)
-14%	-5%	-5%	-1	0%	-21%	41%[activator]	-1%	-9%	CCCCOc1ccc(NS(=O)(=O)c2ccc(-n3cnnn3)cc2)cc1
-12%	4%	-3%	0	-11%	-21%	12%	?	6%	COc1ccccc1C(=O)NCC(=O)OCC(=O)Nc1cccc(S(=O)(=O)N2CCCCCC2)c1
?	?	-8%	-20	-20%	?	17%	40µM*	2%	CC(=O)Nc1cccc(NC(=O)CSc2ccc(-c3ccco3)nn2)c1
-2%	15%	3%	5	3%	8%	60%[activator]	-7%[59 µM]	10%	Cc1ccccc1NC(=O)c1ccc(-c2ccc(Cl)cc2Cl)o1
89µM*	-4%	-4%	-11	0%	?	-2%	11µM*	2%	Cc1cc2ncn(-c3ncccc3[N+](=O)[O-])c2cc1C
6%	-8%	-6%	-5	-2%	-6%	29%	-1%	5%	O=C(Nc1ccc2c(c1)OCCO2)c1ccc(Cl)c(Cl)c1
50µM*	-23%	3%	-4	7%	?	-11%	17%[2.33 µM]	-5%	Cc1ccc(S(=O)(=O)c2cc(Nc3ccccc3)ccc2O)cc1
-15%	3%	-3%	-1	-1%	-5%	23%	-9%	1%	COc1cccc(CNC(=O)CSc2nc3ccc(C)cc3[nH]2)c1
1%	4%	2%	-1	6%	-17%	22%	29%[12.7 µM]	-1%	CCC1=C(OC(=O)N(CC)CC)N2C(=O)OC(=NCC3CC3)[C@]2(C)[C@H]2C1=CC[C@H]1C(=O)NC(=O)[C@H]12

Limited to HP1b chromo inh, G9a inh and BAZ2B block (four entries from above):
molecule	HP1b chromo inh	G9a inh	BAZ2B block
COc1ccccc1C(=O)NCC(=O)OCC(=O)Nc1cccc(S(=O)(=O)N2CCCCCC2)c1	12%	?	-12%
CC(=O)Nc1cccc(NC(=O)CSc2ccc(-c3ccco3)nn2)c1	17%	40µM*	?
Cc1ccccc1NC(=O)c1ccc(-c2ccc(Cl)cc2Cl)o1	60%[activator]	-7%[59 µM]	-2%
Cc1cc2ncn(-c3ncccc3[N+](=O)[O-])c2cc1C	-2%	11µM*	89µM*
